PKM2 act: PKM2 (human) enzyme activation; P14618; purified PKM2, Kinase-Glo ATP luminescence, activation; response scale: 0% is enzyme alone, no compound; Potency, µM (series often up to 57.5 µM), for the others: top-dose activation, actives largely listed as activators; hit rate 0.34% among 260,000; AID 1631; also: potency is read from the fitted curve at half-maximal effect; % is scaled to controls: 0 for no effect and ±100 for the full control effect; nearly all actives have a fitted effect of over 55% in size
Target sequence (P14618 whole entry, looked up): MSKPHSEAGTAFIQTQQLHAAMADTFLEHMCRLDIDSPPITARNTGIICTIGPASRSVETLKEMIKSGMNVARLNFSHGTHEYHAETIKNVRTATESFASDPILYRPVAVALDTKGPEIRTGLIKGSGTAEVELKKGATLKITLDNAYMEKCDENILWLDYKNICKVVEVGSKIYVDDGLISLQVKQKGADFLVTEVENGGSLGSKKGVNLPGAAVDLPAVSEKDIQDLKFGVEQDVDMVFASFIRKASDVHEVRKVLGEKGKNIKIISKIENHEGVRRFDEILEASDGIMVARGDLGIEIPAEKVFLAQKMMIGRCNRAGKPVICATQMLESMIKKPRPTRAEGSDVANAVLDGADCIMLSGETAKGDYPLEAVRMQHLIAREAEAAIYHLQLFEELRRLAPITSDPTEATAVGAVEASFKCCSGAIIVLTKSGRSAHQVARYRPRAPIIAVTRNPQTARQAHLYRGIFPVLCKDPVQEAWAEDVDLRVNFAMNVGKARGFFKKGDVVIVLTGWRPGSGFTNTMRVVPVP
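Purified hPK-M2 (>95% pure) converted ADP (0.1 mM final) to ATP with 0.5 mM PEP in 50 mM imidazole pH7.2, KCl, MgCl2, Tween 20, BSA; 1 h at room temperature. ATP detected by Kinase-Glo luminescence.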
USP2a block: USP2a (human) protease inhibition. Potency, µM (series often up to 38.3 µM), without a hit: top-dose activity change, negative = inhibition, usual class: inhibitors. hit rate 0.01% among 330,000. USP2 core, Ub-CHOP2 coupled fluorogenic reporter, 485/531. O75604. AID 463254;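 also: potency is read from the fitted curve at half-maximal effect; plate controls were DMSO wells for no effect and full inhibition by NEM control for full effect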
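Deubiquitinase activity read as fluorescence (485/531 nm) after Ub-CHOP2 cleavage activates the enterokinase reporter on its substrate; USP2 core 10nM, Ub-CHOP2 and substrate 25nM each, 30min compound preincubation then 60min RT; data normalized to NEM, curves fitted.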
MLL CXXC-DNA inh: MLL CXXC-DNA interaction inhibition | Q03164 | MLL-CXXC / FITC-HOXA9 DNA fluorescence polarization | Potency, µM (top dose mostly 115 µM), for the others: at the top dose activity change, negative = inhibition, usual class: inhibitors | hit rate 0.037% among 290,000 | AID 2662; active = well fitted inhibition curve with a large enough effect in the polarisation, with a control signal flat, not every such curve was filed as active; inconclusive = small, poorly fitted or top-dose-only effect, or effect the other way, or a change in a side signal; inactive = no such curve, though single readings can be large or run the other way; the % refers to the polarisation; also: potency is read from the fitted curve at half-maximal effect
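Purified MLL-CXXC (added from a 7 uM solution) was preincubated 5 min at ambient with pinned compounds in 50 mM Tris-HCl pH 7.5, 50 mM NaCl, 1 mM DTT, 0.05% BSA. Fluorescein-labeled HOX-A9 DNA (50 nM solution) followed, 30 min, then polarization read.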
Giardia killer: Giardia lamblia killing. Giardia lamblia trophozoite viability. activity change, % at 7.66 µM, hits read low. hit rate 0.15% among 340,000; in the data active = activity change below about -80%; inconclusive = between about -30% and that limit;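 also: parasites exposed to compound for two days anaerobically before the ATP read; % is scaled to controls: 0 for no effect and ±100 for the full control effect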
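Luminescence from cellular ATP indicates surviving trophozoites (100 cells/well) following 48 hrs anaerobic compound treatment at 37 deg C; signal develops 15-30 min at room temperature.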
B2AR arrestin: recruits beta-arrestin to the human beta2-adrenergic receptor; Potency, µM (top dose mostly 46.1 µM), inactives show at the highest dose activation, hits mostly activators; P07550; beta-arrestin recruitment to beta2AR, cell-based reporter; hit rate 0.02% among 330,000; AID 492947;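 also: potency is read from the fitted curve at half-maximal effect; 0% = DMSO controls and full agonism = EC100 isoproterenol or metaproterenol; nearly all actives have a fitted effect of over 65% in size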
Target sequence (P07550 whole entry, looked up): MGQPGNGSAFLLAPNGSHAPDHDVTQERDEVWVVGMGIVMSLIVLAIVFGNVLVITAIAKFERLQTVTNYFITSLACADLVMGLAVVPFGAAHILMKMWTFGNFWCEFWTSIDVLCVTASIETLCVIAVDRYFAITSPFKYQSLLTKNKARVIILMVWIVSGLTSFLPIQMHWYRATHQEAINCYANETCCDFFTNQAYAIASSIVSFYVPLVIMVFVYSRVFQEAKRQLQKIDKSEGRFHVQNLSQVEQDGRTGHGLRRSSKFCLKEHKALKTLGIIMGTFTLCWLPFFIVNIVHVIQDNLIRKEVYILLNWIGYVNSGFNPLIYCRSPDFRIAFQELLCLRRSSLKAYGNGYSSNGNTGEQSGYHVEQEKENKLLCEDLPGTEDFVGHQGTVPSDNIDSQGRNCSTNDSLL
KCNH2 3.1 block: inhibitors of human KCNH2 3.1 potassium channel isoform | AID 720553 | U2OS KCNH2 3.1, thallium flux FluxOr; active compounds read low | hit rate 0.95% among 340,000 | activity change, % (tested at about 1.8 µM);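 active = maximum activity change below -70%; inconclusive = maximum activity change from -70% to -50%; inactive = maximum activity change above -50%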;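 also: thallium influx rate constant from kinetic fluorescence after stimulation buffer; % is scaled to controls: 0 for no effect and ±100 for the full control effect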
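We transduce U2OS cells with the mutant 3.1 virus, culture them overnight, load FluxOr with Red40 quencher for 45 min, then add stimulation buffer and read kinetically for 2 min to derive a normalized rate constant.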
Coupling enz: coupling enzyme interference in Giardia aldolase counter-screen; coupling enzyme system counterscreen, AmpLite Red fluorescence; activity change, negative = inhibition, % at 58.2 µM, hits read low; hit rate 0.67% among 290,000; AID 2472; in the data active = activity change below about -30%; also: % is scaled to controls: 0 for no effect and ±100 for the full control effect
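Counterscreen of the coupled detection system alone, without aldolase: glyceraldehyde-3-phosphate coupling enzymes plus AmpLite Red readout. Compounds at 57.5 uM final, 10 min RT preincubation, 20 min RT reaction, fluorescence 525/598 nm.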
GALK inh: blocks human galactokinase activity. P51570. Purified GALK, Kinase-Glo residual ATP luminescence. Potency, µM (highest dose often 57.5 µM), for the others: top-dose activity change, negative = inhibition, usual class: inhibitors. hit rate 0.007% among 270,000; also: potency is read from the fitted curve at half-maximal effect; % is scaled to controls: 0 for no effect and ±100 for the full control effect
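Compounds were pin-transferred into ATP buffer (35 uM final), then GALK plus galactose (5 nM, 100 uM final) was added. After 1 h at room temperature, Kinase-Glo Plus was added and luminescence read after 10 min.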
Menin-MLL TR inh: menin-MLL binding inhibition, Texas Red mutant peptide; Potency, µM (highest dose often 61.6 µM), inactives show at the highest dose FP activity change, negative = inhibition, most hits filed as inhibitors; hit rate 0.23% among 270,000; Menin + Texas Red MLL mutant peptide, fluorescence polarization; AID 1768; active = well fitted inhibition curve with a large enough effect in the polarisation, with a control signal flat, not every such curve was filed as active; inconclusive = small, poorly fitted or top-dose-only effect, or effect the other way, or a change in a side signal; inactive = no such curve, though single readings can be large or run the other way; the % refers to the polarisation; also: potency is read from the fitted curve at half-maximal effect; % of control where 0% means no effect; many of its hits are not listed in these tables
TRPV1 agonist: agonists of human vanilloid receptor 1 (TRPV1); Q8NER1; TRPV1-expressing cells, Fluo-8 calcium influx, agonist mode; activation, % at 8.33 µM; hit rate 0.19% among 320,000; in the data active = activation above about 80%; inconclusive = between about 30% and that limit; also: 0% is about no effect
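TRPV1-expressing cells were cultured overnight at 35.5C and loaded with Fluo-8 calcium dye for 40 to 90 min at room temperature. After a 10 s baseline, compound was added and calcium influx was read kinetically for 3 min (ex 480/em 520 nm).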
KCNH2 WT inh: KCNH2 (human, wildtype) channel inhibition | Q12809 | hit rate 0.37% among 340,000 | U2OS, BacMam KCNH2, thallium flux FluxOr; active compounds read low | activity change, % at 1.84 µM;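 active = maximum activity change below -70%; inconclusive = maximum activity change between -70% and -50%; inactive = maximum activity change above -50%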; also: % is scaled to controls: 0 for no effect and ±100 for the full control effect
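U2OS cells were transduced with wild-type KCNH2 virus (2.03 x 10^8 / mL) for 4 h at room temperature, then cultured overnight at 37 C. Thallium flux was read with FluxOr dye. Rate constants were normalized to DMSO controls.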
* hit, by the source's call; ? = inconclusive; nt = not tested or not shown; [ ] = dose if it differs, or a comment. Unless noted, calls follow the shape of the dose curve; as a rule, active = well fitted curve in the direction sought with a large enough effect; inconclusive = small, poorly fitted or top-dose-only effect, or another doubt; inactive = no such curve, though single readings can be large; an effect the other way counts as inactive or inconclusive.

SMILES	PKM2 act	USP2a block	MLL CXXC-DNA inh	Giardia killer	B2AR arrestin	KCNH2 3.1 block	Coupling enz	GALK inh	Menin-MLL TR inh	TRPV1 agonist	KCNH2 WT inh
C=CCOc1cccc(C(=O)/C=C2/C(=O)Nc3ccccc32)c1	nt	1%	-6%	?	-0.2%	9	1	-4%	9%	19	2
COc1ccc(Cl)cc1NC(=O)NCC1CCN(C(=O)OC(C)(C)C)CC1	1%	4%	-4%	2	-0.9%	-5	-3	nt	nt	-2	0
O=C(C1CCOCC1)N1CCCC(N2CCN(c3cccc(C(F)(F)F)c3)CC2)C1 (stereo not given)	nt	3%	2%	-21	-1.0%	7	nt	-5%	nt	3	-1
CCCOc1ccc(C(=O)N/N=C/c2c[nH]c3ccc(Br)cc23)cc1	nt	-10%	11%	49[activator]	-0.4%	-20	-1	nt	?	-6	-2
O=C(NCc1cccs1)c1ccc2ccccc2n1	1%	2%	-3%	-7	0.5%	18	0	0%	-1%	15	27
CC(O)CNc1nc2c(c(=O)n(C)c(=O)n2C)n1CCc1ccccc1 (stereo not given)	-3%	-1%	-2%	-9	-0.1%	-6	-4	4%	5%	0	-2
Cn1cnnc1SCc1nnc(-c2ccccc2Br)o1	5%	1%	-3%	-5	-0.9%	-5	0	-1%	-1%	2	2
CCOc1ccccc1NC(=O)CN1C(=O)NC(Cc2c[nH]c3ccccc23)C1=O (stereo not given)	nt	-1%	nt	9	-0.1%	-17	nt	nt	nt	1	-4
CCOc1ccc(CN2CCN(Cc3cnc(N4CCOCC4)s3)CC2CCO)cc1 (stereo not given)	-3%	1%	0%	-5	0.5%	-3	0	14%	9%	3	2
CCCn1c(=O)[nH]c(=O)c2c1nc(-c1ccccc1)n2CCN1CCOCC1	-18%	3%	13%	-18	-0.6%	6	-1	-3%	13%	1	-13
CCn1c(CC(=O)Nc2ccc(F)cc2)nnc1SCC(=O)NC1=NCCS1	nt	-1%	2%	13	0.2%	20	1	4%	?	2	1
COc1ccc(C(C(=O)NC2CCCC2)N(CCC(C)C)C(=O)CCC(=O)Nc2cc(C)on2)cc1 (stereo not given)	nt	-4%	-1%	-3	-0.4%	-30	1	-1%	nt	17	-5
Cc1n[nH]c(C)c1CNCc1c(C(=O)N2CCCCCCC2)nc2ccc(Cl)cn12	-1%	0%	-13%	2	-0.8%	-3	6	3%	nt	-1	1
C=CCSc1nnc(-c2ccccc2NC(=O)CC)c(=O)[nH]1	-3%	0%	-5%	-7	0.5%	5	3	-1%	-1%	3	-7
C=CCN=C(NC#N)SCC(=O)c1cccc(OC)c1	-2%	-2%	3%	13	0.4%	32	0	8%	-6%	0	8
Cc1ccc(NC(=O)c2cc([N+](=O)[O-])ccc2N2CCOCC2)cc1S(=O)(=O)N1CCOCC1	5%	0%	-4%	-22	-0.9%	6	nt	-5%	nt	3	3
O=C(O)C1C2C=CC(O2)C1C(=O)Nc1ccccc1C(F)(F)F (stereo not given)	13%	2%	6%	16	-0.2%	-7	3	-2%	5%	-1	-1
O=C(CNC(=O)c1ccccc1F)Nc1ccc2c(c1)OCO2	nt	-1%	nt	?	?	4	nt	nt	nt	nt	3
CC1Cc2cc(S(=O)(=O)N3CCC(C(=O)NCc4ccco4)CC3)ccc2N1C(=O)C1CCC1 (stereo not given)	nt	1%	0%	11	0.1%	16	-1	-4%	-18%	0	17
COc1ccc(OCC(=O)NNc2nc3ccccc3s2)cc1	2%	4%	-7%	6	-0.1%	-1	-3	4%	nt	-2	1
O=C(c1cccs1)n1nc(NCc2ccccc2)nc1NCc1ccccc1	-4%	-1%	-1%	14	-1.2%	-30	1	nt	4%	9	0
O=C(CCSc1ccc(Cl)cc1)Nc1cccnc1	-2%	1%	-5%	-2	0.0%	5	0	4%	-9%	?	-16
Cc1ccc(NS(=O)(=O)c2ccc3c(c2)n(C)c(=O)n3C)c(C)c1	nt	-1%	-7%	0	0.0%	6	9	4%	-18%	-1	9
CCOc1ccc(Oc2ccccc2NC(=O)CN2C(=O)NC3(CCCC3)C2=O)cc1	nt	-1%	nt	1	-0.2%	11	nt	nt	nt	2	7
CN(C)C(=C(C#N)C#N)N1CCN(c2ccc(Cl)c(Cl)c2)CC1	1%	0%	21%	1	-0.9%	-17	0	0%	nt	nt	17
CCOC(=O)c1c(-c2ccccc2)csc1NC(=O)C(C)NCCCN1CCOCC1 (stereo not given)	3%	2%	8%	13	-1.3%	31	-6	2%	?	5	-3
Cc1ccc(CNC(=O)c2ccc(CNS(=O)(=O)c3ccc4c(c3)C(C)(C)C(=O)N4C)cc2)o1	1%	0%	-1%	-8	0.5%	4	3	nt	-6%	1	37
Cc1noc(/C=C/NCc2cccnc2)c1S(=O)(=O)N(C)CC(=O)N1CCc2ccccc21	2%	?	-3%	-24	-0.7%	-4	-1	2%	0%	0	-2
CCN1CCN(C(CNS(=O)(=O)c2ccc(F)cc2)c2cccnc2)CC1 (stereo not given)	-6%	3%	7%	1	-0.8%	-2	nt	-2%	nt	-4	25
COc1ccccc1N1N=C(c2ccc([N+](=O)[O-])cc2)CC1c1ccccc1 (stereo not given)	1%	6%	-1%	-1	-1.1%	?	-2	5%	?	6	-42
COc1ccc(-c2csc3nc(-c4ccccc4OC)oc(=O)c23)cc1	7%	2%	-2%	5	-0.2%	nt	-2	3%	-11%	-1	-17
COc1ccc(NC(=O)COC(=O)c2ccc3ccccc3n2)cc1	nt	3%	nt	12	0.2%	25	nt	nt	nt	-1	6
Cc1nnc(SCC(=O)NCCc2ccccc2)s1	2%	3%	0%	32[activator]	0.0%	-5	0	-4%	1%	1	2
COC(=O)CNC(=O)Cc1c(F)cccc1Cl	-6%	1%	8%	4	-0.2%	-8	-1	-1%	1%	2	-4
CN(C)c1ccc(P(=O)(Nc2ccc([N+](=O)[O-])cc2)N2CCOCC2)c(NC(=O)c2cccs2)c1 (stereo not given)	-1%	4%	15%	?	0.1%	-31	2	-4%	-13%	9	2
CCCCN(C)CCNC(=O)c1cc2c(-c3cccc(OC)c3)nn(C)c2s1	nt	0%	?	0	-1.1%	-4	-2	nt	?	3	2
COC(=O)c1nnn(-c2nc(N3CCOCC3)nc(N3CCOCC3)n2)c1C	-1%	5%	17%	6	-0.1%	1	1	1%	-13%	-1	5
O=C(c1cccs1)N1CCN=C1SCc1cccnc1	29%	1%	22%	-1	-0.3%	-14	1	-1%	-8%	-1	8
Cc1ccc(Nc2cc(=O)[nH]c(=O)[nH]2)cc1C	4%	-1%	3%	8	0.2%	2	0	13%	8%	-1	nt
CC(C)c1onc(C(=O)NCCc2ccccc2)c1[N+](=O)[O-]	-1%	1%	4%	-18	3.6%	nt	0	-1%	1%	?	-9

Compounds from the list above that contain an aryl thioether with sulfur outside any ring:
SMILES	PKM2 act	USP2a block	MLL CXXC-DNA inh	Giardia killer	B2AR arrestin	KCNH2 3.1 block	Coupling enz	GALK inh	Menin-MLL TR inh	TRPV1 agonist	KCNH2 WT inh
Cn1cnnc1SCc1nnc(-c2ccccc2Br)o1	5%	1%	-3%	-5	-0.9%	-5	0	-1%	-1%	2	2
CCn1c(CC(=O)Nc2ccc(F)cc2)nnc1SCC(=O)NC1=NCCS1	nt	-1%	2%	13	0.2%	20	1	4%	?	2	1
C=CCSc1nnc(-c2ccccc2NC(=O)CC)c(=O)[nH]1	-3%	0%	-5%	-7	0.5%	5	3	-1%	-1%	3	-7
O=C(CCSc1ccc(Cl)cc1)Nc1cccnc1	-2%	1%	-5%	-2	0.0%	5	0	4%	-9%	?	-16
Cc1nnc(SCC(=O)NCCc2ccccc2)s1	2%	3%	0%	32[activator]	0.0%	-5	0	-4%	1%	1	2

Next section.
SMILES	PKM2 act	USP2a block	MLL CXXC-DNA inh	Giardia killer	B2AR arrestin	KCNH2 3.1 block	Coupling enz	GALK inh	Menin-MLL TR inh	TRPV1 agonist	KCNH2 WT inh
O=C(CSc1ccccn1)N1CCN(C(=O)CSc2ccccn2)CC1	-1%	1%	7%	-24	0.3%	-10	2	4%	6%	0	-26
CCOC(=O)c1cnc(-c2ccccc2)nc1Oc1cccc(Cl)c1	1%	-1%	-6%	-7	-0.5%	4	0	0%	nt	nt	3
CCN(CC)C(=O)c1[nH]cnc1C(=O)Nc1ccccc1	nt	-1%	nt	-21	0.2%	4	nt	nt	nt	2	-1
O=C(COC(=O)c1ccc(S(=O)(=O)N2CCOCC2)cc1)NC1CCCCCC1	0%	-1%	1%	1	-0.1%	7	4	4%	-19%	-1	7

The list is partial, so the mix of outcomes need not match the whole.
